Screening data: PubChem BioAssay, National Center for Advancing Translational Sciences (NCATS)
TCR act – Activators of T cell receptors: qHTS campaign; primary human leukocytes, anti-CD3, IL-2 HTRF, 48 h; AID 504894, 2011; 330,000 tested, under 10 active; Potency, µM (highest dose often 9.22 µM), inactives show at the top dose activation of IL-2 secretion, most hits filed as activators; also: % of control where 0% means no effect
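Primary human leukocytes incubated 48 hr with anti-CD3 beads plus compound, without co-stimulation. Secreted IL-2 measured by HTRF (europium cryptate/d2 anti-IL-2 pair, 320 nm excitation, 665 nm emission).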
USP2a inh – qHTS Assay for Inhibitors of Ubiquitin-specific Protease USP2a Using CHOP2 as the Reporter. Ubiquitin carboxyl-terminal hydrolase 2 (Homo sapiens), O75604. USP2 core, Ub-CHOP2 coupled fluorogenic reporter, 485/531. Potency, µM (titrated, usually from 38.3 µM), for inactives: top-dose activity change, negative = inhibition, most hits filed as inhibitors. hit rate 0.01% among 330,000. AID 463254, 2010;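 also: potency is read from the fitted curve at half-maximal effect; plate controls were DMSO wells for no effect and full inhibition by NEM control for full effect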
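USP2 core (10nM final) preincubated 30min RT with compound in 20mM Tris-HCl pH 8.0, 2mM CaCl2, 2mM beta-mercaptoethanol, 0.05% CHAPS; 25nM Ub-CHOP2 plus 25nM reporter substrate added, fluorescence (Ex485/Em531) read after 60min.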
TSHR antagonist – Antagonists of the Thyroid Stimulating Hormone Receptor: HTS campaign. activity change, negative = inhibition, % at 11.5 µM. hit rate 0.2% among 330,000. TSHR-expressing cells, TSH-stimulated cAMP HTRF, 2 h; hits give low values. Thyrotropin receptor (Homo sapiens), P16473;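 active = activity change below a set negative limit, meaning inhibition stronger than a set level, cut at about -70% in these data; inconclusive = activity change between two set negative limits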; also: % is scaled to controls: 0 for no effect and ±100 for the full control effect
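Antagonism was scored as loss of TSH-driven cAMP in TSHR cells, stimulated with 4nM TSH (EC80) for 2 hours at 37 deg C and detected by homogeneous HTRF competition immunoassay.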
Mito fusion yeast – qHTS Assay for Small Molecule Inhibitors of Mitochondrial Division or Activators of Mitochondrial Fusion. Potency, µM (series often up to 46.1 µM), for the others: at the highest dose growth rescue (activation), most hits filed as activators. hit rate 0.23% among 320,000. S. cerevisiae fusion-defective mutant growth rescue, CellTiterGlo 48 h;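 also: potency is read from the fitted curve at half-maximal effect; % of control where 0% means no effect; nearly all actives have a fitted effect of over 45% in size; temperature-sensitive fusion mutants such as fzo1-1 at 37 °C on non-fermentable ethanol glycerol medium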
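Temperature-sensitive fusion-defective S. cerevisiae (e.g. fzo1-1, mgm1-5) were grown with compound in YPEG medium (3% ethanol, 3% glycerol) for 48 hours at 37C. Growth rescue was measured as viability by CellTiterGlo luminescence after 10 minutes at ambient.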
B2AR arrestin – qHTS assay of beta-arrestin-biased ligands of beta2-adrenergic receptor; beta-arrestin recruitment to beta2AR, cell-based reporter; hit rate 0.02% among 330,000; Beta-2 adrenergic receptor (Homo sapiens), P07550; AID 492947, 2010; Potency, µM (highest dose often 46.1 µM), inactives show at the highest dose activation, usual class: activators;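 also: potency is read from the fitted curve at half-maximal effect; 0% = DMSO controls and full agonism = EC100 isoproterenol or metaproterenol; nearly all actives have a fitted effect of over 65% in size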
ELG1 repair inh – qHTS screen for small molecules that inhibit ELG1-dependent DNA repair in human embryonic kidney (HEK293T) cells expressing luciferase-tagged ELG1; HEK293T ELG1-luciferase reporter, luminescence, 16 h; DNA damage induced by 5-fluorouridine; Potency, µM (doses to about 46.1 µM), inactives show top-dose activity change, negative = inhibition, actives largely listed as inhibitors; hit rate 2.3% among 330,000; AID 504467, 2011; also: potency is read from the fitted curve at half-maximal effect; % is scaled to controls: 0 for no effect and ±100 for the full control effect; nearly all actives have a fitted effect of over 55% in size
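Reporter activity after DNA damage by 5-fluorouridine is monitored. Compound-treated cells incubate 16 hr at 37 °C, then ONE-Glo is added for 30 min before luminescence reading.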
Tb PFK block – qHTS Assay to Find Inhibitors of T. brucei phosphofructokinase; T. brucei PFK, ADP-Glo luminescence; ATP-dependent 6-phosphofructokinase (Trypanosoma brucei brucei), O15648; AID 485367, 2010; hit rate 0.17% among 330,000; Potency, µM (series often up to 57.5 µM), without a hit: top-dose activity, negative = inhibition, most hits filed as inhibitors;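 also: potency is read from the fitted curve at half-maximal effect; 0% = uninhibited 1x PFK enzyme wells and -100% = no-enzyme wells; nearly all actives have a fitted effect of over 60% in size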
Target sequence (O15648 whole entry, looked up): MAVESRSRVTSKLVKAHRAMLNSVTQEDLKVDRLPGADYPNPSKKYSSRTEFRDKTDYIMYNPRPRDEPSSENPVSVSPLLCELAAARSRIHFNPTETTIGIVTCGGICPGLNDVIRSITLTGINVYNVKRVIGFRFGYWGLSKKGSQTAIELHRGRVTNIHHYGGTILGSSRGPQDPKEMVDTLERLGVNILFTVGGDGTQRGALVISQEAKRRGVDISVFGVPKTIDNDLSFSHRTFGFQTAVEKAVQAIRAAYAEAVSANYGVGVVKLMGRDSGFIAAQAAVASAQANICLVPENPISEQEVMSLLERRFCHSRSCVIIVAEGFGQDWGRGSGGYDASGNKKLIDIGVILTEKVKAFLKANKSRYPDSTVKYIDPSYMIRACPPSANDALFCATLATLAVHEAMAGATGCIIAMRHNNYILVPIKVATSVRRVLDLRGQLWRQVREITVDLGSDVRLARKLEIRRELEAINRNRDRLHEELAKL
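In TEA buffer at pH 8.0 with 5 mM MgCl2, enzyme (1.25 nM) converted F6P (0.5 mM) and ATP (0.1 mM) for 45 min at room temperature. ADP product was read by luciferase luminescence.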
PTAP TSG101 blk – qHTS Assay for Iinhibitors of HIV-1 Budding by Blocking the Interaction of PTAP/TSG101. Tumor susceptibility gene 101 protein (Homo sapiens), Q99816. Fluorescence polarization, FITC-PTAP peptide / Tsg101 binding. Potency, µM (series often up to 115 µM), for inactives: at the highest dose activity change, negative = inhibition, hits mostly inhibitors. 340,000 tested, under 10 active; active = well fitted inhibition curve with a large enough effect in the main read-out, with a control signal flat, not every such curve was filed as active; inconclusive = small, poorly fitted or top-dose-only effect, or effect the other way, or a change in a side signal; inactive = no such curve, though single readings can be large or run the other way; also: potency is read from the fitted curve at half-maximal effect; % of control where 0% means no effect
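Fluorescence polarization binding of Tsg101 binding domain (10 uM final) to FITC-labeled PTAP peptide (50 nM final) in HEPES pH 7.5 buffer with NaCl, Tween 20, EDTA, TCEP. Compounds added before peptide; binding 20 min at RT.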
uPA generation – qHTS for Inhibitors of Cell Surface uPA Generation; cell surface uPA generation assay, qHTS; Potency, µM (top dose mostly 38.3 µM), for the others: at the highest dose activity change, negative = inhibition, usual class: inhibitors; hit rate 0.31% among 330,000; active = well fitted inhibition curve with a large enough effect; inconclusive = small, poorly fitted or top-dose-only effect; inactive = no such curve, though single readings can be large or run the other way; tested in mouse RAW 264.7 cells; also: potency is read from the fitted curve at half-maximal effect; % is scaled to controls: 0 for no effect and ±100 for the full control effect; nearly all actives have a fitted effect of over 55% in size
Eya2 phos inh – qHTS Assay for Inhibitors of the Phosphatase Activity of Eya2 | recombinant Eya2, OMFP fluorescence dephosphorylation (OMFP is methylfluorescein phosphate) | hit rate 0.006% among 330,000 | AID 488837, 2010 | Potency, µM (top dose mostly 76.9 µM), for inactives: top-dose activity, negative = inhibition, actives largely listed as inhibitors | Protein phosphatase EYA2 (Homo sapiens), O00167; also: potency is read from the fitted curve at half-maximal effect; % is scaled to controls: 0 for no effect and ±100 for the full control effect
Target sequence (O00167 whole entry, looked up): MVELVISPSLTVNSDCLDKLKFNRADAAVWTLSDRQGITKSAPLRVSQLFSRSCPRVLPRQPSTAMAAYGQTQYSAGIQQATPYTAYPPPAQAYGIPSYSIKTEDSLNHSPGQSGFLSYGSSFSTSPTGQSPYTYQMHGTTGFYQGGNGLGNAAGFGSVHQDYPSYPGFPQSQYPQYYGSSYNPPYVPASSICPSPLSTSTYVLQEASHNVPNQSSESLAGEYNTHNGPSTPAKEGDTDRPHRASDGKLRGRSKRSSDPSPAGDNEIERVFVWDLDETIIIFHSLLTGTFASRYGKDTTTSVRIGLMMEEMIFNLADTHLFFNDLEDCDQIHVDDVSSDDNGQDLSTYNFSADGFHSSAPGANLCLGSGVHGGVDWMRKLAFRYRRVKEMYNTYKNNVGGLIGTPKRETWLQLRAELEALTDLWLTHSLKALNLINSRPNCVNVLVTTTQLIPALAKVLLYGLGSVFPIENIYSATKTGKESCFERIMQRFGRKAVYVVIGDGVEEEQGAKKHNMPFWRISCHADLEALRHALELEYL
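Eya2 protein (added as 0.2 uM solution) was preincubated with compound for 10 min at ambient temperature in 50 mM HEPES pH 7.5, 50 mM NaCl, 5 uM MgCl2, 0.05% BSA, 1 mM DTT. OMFP (added at 50 uM) then reacted 10 min; fluorescence read at 485/525 nm.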
Chronic BCR inh – qHTS Assay to Find Inhibitors of Chronic Active B-Cell Receptor Signaling; ABC-DLBCL IkBa-CBG/CBR reporter, luminescence ratio, 4 h; Potency, µM (top dose mostly 46.1 µM), without a hit: top-dose ratio change, negative = lower green/red ratio, usual class: inhibitors; hit rate 0.05% among 340,000; active = well fitted inhibition curve with a large enough effect in the signal ratio, with a control signal flat, not every such curve was filed as active; inconclusive = small, poorly fitted or top-dose-only effect, or effect the other way, or a change in a side signal; the % refers to the signal ratio;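 also: potency is read from the fitted curve at half-maximal effect; plate controls were basal doxycycline-induced cells for no effect and cells given 10 µM MG132 for full effect; MG132 reads +100%, hits lower the ratio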
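TMD8 ABC-DLBCL cells carrying doxycycline-inducible green luciferase fused to IkappaBalpha plus unfused red luciferase were exposed to compounds (up to 46 uM) for 4 hrs at 37C. Activity came from the overlap-corrected green/red luminescence ratio.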
Active calls of the source: *; ? = inconclusive; . = no result given; & = joins results of further samples; [ ] = remark or other dose. Unless noted, calls follow the shape of the dose curve; as a rule, active = well fitted curve in the direction sought with a large enough effect; inconclusive = small, poorly fitted or top-dose-only effect, or another doubt; inactive = no such curve, though single readings can be large; an effect the other way counts as inactive or inconclusive. Random draw from the library; overall some 3% were active at least once.

SMILES	TCR act	USP2a inh	TSHR antagonist	Mito fusion yeast	B2AR arrestin	ELG1 repair inh	Tb PFK block	PTAP TSG101 blk	uPA generation	Eya2 phos inh	Chronic BCR inh
CCCCOc1cccc(C(=O)Nc2ccc(N3CCN(CC)CC3)cc2)c1	4%	1%	1	4%	-0.2%	?	2%	-2%	2%	5%	?
CC(C)(C)n1ncc2c(=O)n(Cc3ccc(Cl)cc3)cnc21	-5%	-1%	1	-3%	-0.2%	21µM*	-4%	-2%	14%	1%	3%
O=C(CN1C(=O)c2cccnc2Oc2ccc(Cl)cc21)NC1CCCCCC1	-5%	1%	13	-2%	4.2%	?	5%	-4%	3%	3%	6%
CCN(CC(=O)Nc1ccccc1C(F)(F)F)C(=O)CCc1ccccc1	0%	4%	0	4%	-0.3%	-7%	1%	0%	4%	10%	1%
O=C(CN1C(=O)c2ccccc2S1(=O)=O)Nc1ccc(S(=O)(=O)Nc2ncccn2)cc1	-5%	0%	3	4%	0.2%	14%	-4%	-2%	13%	-4%	0%
CO/N=C(/c1nonc1N)N1CCN(c2ccc([N+](=O)[O-])cc2)CC1	0%	0%	-3	3%	0.4%	-5%	-12%	-2%	-3%	-3%	1%
O=C1COc2ccc(S(=O)(=O)N3CCCC3)cc2N1	-8%	-4%	-1	2%	-0.2%	15%	0%	-3%	1%	1%	-12%
Cc1ccc(OCCNC(=O)CCNS(=O)(=O)c2ccc(C)cc2)cc1	9%	1%	12	-8%	-0.3%	15%	28%	-8%	0%	8%	4%
O=C(CN(C(=O)c1csnn1)c1ccc(F)cc1)NCc1ccc(F)cc1	-1%	1%	18	12%	-1.2%	-9%	-4%	-8%	2%	-8%	?
Cc1ccc(NC(=O)C2COc3ccccc3O2)cc1S(=O)(=O)N1CCOCC1 (stereo unspecified)	-1%	5%	-18	13%	-0.9%	0%	0%	0%	10%	5%	1%
Cc1c(N)cccc1-n1cnnn1	9%	5%	6	-4%	0.3%	9%	7%	0%	1%	-7%	-5%
COC(=O)c1cc(NC(=O)c2ccco2)ccc1N1CCOCC1	-3%	2%	3	-3%	-0.9%	27%	-1%	-1%	-2%	-5%	?
CCN1C(=O)[C@H]2[C@@H](c3ccc(-c4ccc(Cl)c(Cl)c4)c(OC)c3)N[C@@](Cc3ccccc3)(C(=O)OC)[C@H]2C1=O	2%	0%	0	15%	0.1%	28%	-5%	-3%	7%	4%	-10%
CC(C)C(c1nnnn1Cc1ccc(F)cc1)N1CCN(C2CCCC2)CC1 (stereo unspecified)	-7%	2%	15	-5%	-0.4%	12%	-20%	-6%	.	11%	0%
CC(OC(=O)c1ccc(-c2ccc(O)cc2)cc1)C(=O)NC1CCCCC1C (stereo unspecified)	4%	1%	-15	?	0.3%	8%	-1%	-1%	4%	8%	?
CCN1C(=NCCc2cccnc2)N[C@@H](c2ccccc2)C(C(=O)OC)=C1C	-2%	0%&1%	3&1	0%&0%	?	19%	2%&-1%	0%	-11%	2%&11%	-6%&-20%
CCCc1cc(=O)[nH]c(SCC(=O)Nc2ccccc2C#N)n1	6%	3%	-1	-1%	-0.1%	-1%	-2%	-4%	4%	24%	1%
O=C(NCc1ccco1)c1ccc2c(=O)n(Cc3ccco3)c(SCC(=O)N3CCCC3)nc2c1	2%	0%	3	-3%	0.1%	?	?	5%	6%	4%	?
CCC1Nc2ncnc(N3CCOCC3)c2N(Cc2ccccc2)C1=O (stereo unspecified)	-3%	0%	-6	-8%	-0.2%	8%	-19%	1%	-1%	11%	-3%
CCOc1ccccc1C(=O)Nc1ccc(S(=O)(=O)N2CCOCC2)cc1	4%	-2%	-12	2%	-0.3%	-16%	2%	0%	-6%	4%	-5%
CCNC(=S)NNC(=O)c1cc(CC(C)C)nc2ccccc12	.	1%	2	-6%	0.6%	-12%	-1%	2%	6%	-12%	-2%
CC(=O)c1cccc(NC(=O)NCCc2ccc(Cl)cc2)c1	2%	1%	-9	-1%	-0.2%	6%	-2%	0%	2%	-3%	-1%
Cc1ccc(NC(=O)C2CCN(S(=O)(=O)c3ccc4c(c3)CCCC(=O)N4)CC2)cc1N(C)C	1%	1%	-18	3%	-0.2%	-10%	2%	-5%	-16%	-27%	0%
Cc1cc(Cl)c2oc(C(=O)N3CCCCC3CCN3CCCC3=O)c(C)c2c1 (stereo unspecified)	4%	3%	-4	0%	-1.1%	?	-1%	-1%	7%	-14%	?
Cc1csc(SCC(=O)Nc2ncc(Cl)c(C)c2Cl)n1	1%	-6%	-4	3%	-0.3%	17%	-3%	-8%	3%	-11%	?
The results go on:
SMILES	TCR act	USP2a inh	TSHR antagonist	Mito fusion yeast	B2AR arrestin	ELG1 repair inh	Tb PFK block	PTAP TSG101 blk	uPA generation	Eya2 phos inh	Chronic BCR inh
O=S(=O)(NCCc1cn2ccccc2n1)c1ccc(F)c(C(F)(F)F)c1	-6%[46.1 µM]	-5%	-2	-7%	-0.5%	-5%	21%	0%	9%	-7%	0%
CSCCC(NC(=O)c1ccccc1)C(=O)N(C)CC(=O)Nc1ccc(N2CCOCC2)cc1 (stereo unspecified)	-4%	2%	0	1%	0.3%	0%	-6%	.	-7%	5%	-2%
CC(C)(C)C(=O)NC(=S)NCCc1ccccc1	-4%	0%	-44	-4%	0.0%	?	0%	-3%	1%	1%	15%
O=C(NCC1CCCO1)C1CC(=O)N(c2ccc(F)c(Cl)c2)C1 (stereo unspecified)	3%	0%	13	-3%	0.3%	7%	1%	-3%	-12%	12%	6%
Cc1cccc(OCCSCc2nc3ccccc3[nH]2)c1	2%	-3%	-33	-10%	-0.6%	-8%	-2%	-5%	12%	-14%	-2%
CC1CC(C)CN(S(=O)(=O)c2ccc(C(=O)N3CCN(c4ccccc4)CC3)cc2)C1 (stereo unspecified)	4%	-9%	-22	5%	-1.0%	?	-3%	1%	-17%	-12%	8%
O=C(CO/N=C/c1cccc([N+](=O)[O-])c1)Nc1ccc2ccccc2c1	4%	-7%	-10	-1%	0.1%	23%	1%	-1%	4%	6%	?
COc1ccc(CNCC(O)COc2ccc(C(C)(C)c3ccccc3)cc2)cc1 (stereo unspecified)	-2%	-11%	2	-50%[inhibitor]	-0.3%	-8%	-4%	-1%	3%	-8%	-16%
O=C(c1cccnc1)N1CCN(c2ccc3ccccc3n2)CC1	4%	15%	-5	-10%	0.0%	-16%	5%	-16%	-1%	?	?
Cc1sc2ncnc(NS(=O)(=O)c3ccc(Cl)cc3)c2c1C	5%	-5%	-10	.	-0.1%	?	-4%	-2%	4%	-4%	?
Cc1cc(C)cc(Oc2ccccc2/C=C\C(=O)O)c1	-3%	4%	-13	18%	0.2%	0%	-3%	-8%	-4%	18%	-1%
CCCC(=O)NC(NC(=S)Nc1ccc(S(N)(=O)=O)cc1)C(Cl)(Cl)Cl (stereo unspecified)	1%[46.1 µM]	5%	-3	-6%	-0.5%	-7%	-3%	2%	9%	-1%	-18%
COc1ccc(C(C)C)cc1S(=O)(=O)N1CCC(C(=O)N2CCN(C)CC2)CC1	-2%	1%	5	-2%	-0.5%	-1%	0%	0%	-2%	8%	0%
C#CCOC(=O)CCC(=O)Nc1cc(OC)nc(OC)n1	.	1%	5	2%	-0.5%	-21%	0%	.	.	-16%	-2%
CC(OC(=O)CCN=C1NS(=O)(=O)c2ccccc21)C(=O)Nc1ccc(N(C)C)cc1 (stereo unspecified)	-3%	2%	3	-3%	0.3%	20%	28%	-3%	1%	4%	-6%
Cc1cc(C(=O)CSc2nc(N)cc(N)n2)c(C)n1CC1CCCO1 (stereo unspecified)	2%	0%	-4	.	-1.0%	0%	2%	-1%	-3%	-5%	5%
